LDHA block: inhibitors of human lactate dehydrogenase A; purified LDHA, NADH/diaphorase-resazurin fluorescence; stronger effect = lower value; 480,000 tested, 0.15% active; activity change, % (values are at about 110 or 230 µM); AID 1347041; in the data active = activity change below about -30%; inconclusive = mostly about -25% to -30%;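 also: plate controls were DMSO wells for no effect and wells without enzyme for full effect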
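Resorufin fluorescence (ex540/em590), read at 0 and 20 min after diaphorase/resazurin addition, reports the NADH left after a 5 min room-temperature reaction of 2 nM human LDH5 with 0.06 mM NADH and 0.2 mM pyruvate.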
RGS4 inh: inhibitors of human regulator of G protein signaling 4; P49798; Transcreener GDP fluorescence polarization, RGS4-accelerated GTP hydrolysis; Potency, µM (top dose mostly 114 µM), without a hit: top-dose activity change, negative = inhibition, hits mostly inhibitors; 390,000 tested, 0.039% active; AID 504845; also: potency is read from the fitted curve at half-maximal effect; % is scaled to controls: 0 for no effect and ±100 for the full control effect; nearly all actives have a fitted effect of over 75% in size; some results filed as inactive show a strong effect at the top dose
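MLSMR compounds (23 nl, pin-transferred) preincubated 10 min at room temperature with a 500nM (2x) first reagent, then RGS4 at 900nM (2x) plus Transcreener GDP mix added; fluorescence polarization (620/688 nm) read before and after 90 min at 30 °C.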
POLK inh: blocks human DNA polymerase kappa activity. Q9UBT6. purified Pol kappa, fluorescent DNA synthesis assay, 10 min. 400,000 tested, 0.53% active. Potency, µM (highest dose often 107 µM), for the others: at the highest dose activity, negative = inhibition, actives largely listed as inhibitors. AID 588579; also: potency is read from the fitted curve at half-maximal effect; % is scaled to controls: 0 for no effect and ±100 for the full control effect
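50 nM final substrate added after 15 min RT preincubation of 10 nM Pol kappa with compound; fluorescence read at 0 and 10 min.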
POLH inh: blocks human DNA polymerase eta activity | AID 588591 | recombinant Pol eta, fluorescent DNA replication assay | 390,000 tested, 1.2% active | Q9Y253 | Potency, µM (doses to about 114 µM), for inactives: at the highest dose activity change, negative = inhibition, most hits filed as inhibitors; also: potency is read from the fitted curve at half-maximal effect; % is scaled to controls: 0 for no effect and ±100 for the full control effect
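Pol eta at 10 nM preincubated with compounds 15 min at room temperature; reaction started with fluorescent substrate (50 nM final) and read kinetically at 0 and 10 min.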
ERG-DNA inh: blocks human ERG Ets domain binding to DNA. P11308. fluorescence polarization, His-ERG Ets domain / labelled DNA. Potency, µM (titrated, usually from 76.9 µM), for the others: top-dose FP activity, negative = inhibition, hits mostly inhibitors. 370,000 tested, 0.028% active. AID 624246; active = well fitted inhibition curve with a large enough effect in the polarisation, with a control signal flat; inconclusive = small, poorly fitted or top-dose-only effect, or effect the other way, or a change in a side signal; inactive = no such curve, though single readings can be large or run the other way; the % refers to the polarisation;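 also: polarization taken with two DNA probes labelled with fluorescein and Texas red; potency is read from the fitted curve at half-maximal effect; % of control where 0% means no effect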
Target sequence (P11308 whole entry, looked up, the tested form may be a part): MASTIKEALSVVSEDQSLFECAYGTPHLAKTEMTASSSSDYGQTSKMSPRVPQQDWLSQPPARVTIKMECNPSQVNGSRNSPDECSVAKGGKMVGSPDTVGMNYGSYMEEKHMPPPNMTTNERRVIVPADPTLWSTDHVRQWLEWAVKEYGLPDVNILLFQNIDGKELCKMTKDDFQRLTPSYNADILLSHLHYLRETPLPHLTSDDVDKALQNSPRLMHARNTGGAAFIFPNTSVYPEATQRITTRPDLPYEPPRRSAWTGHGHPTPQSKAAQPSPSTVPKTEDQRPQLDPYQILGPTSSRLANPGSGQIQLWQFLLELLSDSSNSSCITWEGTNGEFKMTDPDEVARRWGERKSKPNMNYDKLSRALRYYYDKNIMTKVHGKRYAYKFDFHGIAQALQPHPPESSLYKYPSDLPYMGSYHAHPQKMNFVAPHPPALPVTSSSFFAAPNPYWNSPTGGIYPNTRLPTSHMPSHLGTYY
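His-tagged ERG Ets domain (1 uM in the protein solution; 300mM KCl, 50mM Tris-HCl, 1mM EDTA, 1mM DTT, pH 7.5) received compound, then a probe mix of 5 nM fluorescein-DNA and 100nM Texas-615-DNA. Fluorescence polarization was read for both dyes.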
12-LOX inh: blocks human arachidonate 12S-lipoxygenase; P18054; purified 12hLO, xylenol orange hydroperoxide absorbance; Potency, µM (titrated, usually from 108 µM), for the others: top-dose activity change, negative = inhibition, most hits filed as inhibitors; 580,000 tested, 1.1% active; AID 1671190; also: potency is read from the fitted curve at half-maximal effect; % is scaled to controls: 0 for no effect and ±100 for the full control effect
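Purified human 12hLO at 150 nM in 25 mM Hepes, 0.01% Triton X-100, pH 7.0, preincubated 15 min at room temperature with compound. Reaction started with 40 uM arachidonic acid, 30 min at room temperature. Hydroperoxide measured by Fe-xylenol orange, 573/405 nm absorbance ratio.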
POLB inh: inhibitors of human DNA polymerase beta. Pol beta primer extension/strand displacement, fluorescence kinetic. Potency, µM (highest dose often 114 µM), inactives show top-dose activity change, negative = inhibition, hits mostly inhibitors. 340,000 tested, 1.3% active; also: potency is read from the fitted curve at half-maximal effect; % is scaled to controls: 0 for no effect and ±100 for the full control effect
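Pol beta (10 nM) was preincubated with compound for 15 min at room temperature. The reaction was then started with 50 nM substrate and read immediately and after a further 10 min at room temperature.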
Anesthetic bind: candidate novel general anesthetic via apoferritin binding; apoferritin/1-aminoanthracene competitive binding, fluorescence; Potency, µM (series often up to 77.5 µM), for inactives: at the highest dose activity change, negative = displacement, usual class: inhibitors; 350,000 tested, 0.074% active; AID 485281; also: potency is read from the fitted curve at half-maximal effect; % is scaled to controls: 0 for no effect and ±100 for the full control effect; nearly all actives have a fitted effect of over 20% in size
Target sequence (P02791 2-175 limits assumed): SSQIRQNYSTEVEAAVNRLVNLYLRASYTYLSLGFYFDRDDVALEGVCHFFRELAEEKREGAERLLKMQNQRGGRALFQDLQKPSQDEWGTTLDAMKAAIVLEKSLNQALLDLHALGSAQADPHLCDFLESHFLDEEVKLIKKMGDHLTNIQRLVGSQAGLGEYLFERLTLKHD
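Read-out: endpoint 1-AMA fluorescence, excitation 380 nm and emission 535 nm, after compounds sit 10 min at room temperature with 10 uM horse-spleen apoferritin in 50% saturated 1-AMA/PBS. Values come from four-parameter Hill fits.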
APEX1 inh: inhibitors of human APE1 endonuclease. recombinant APE1, TAMRA/BHQ-2 abasic DNA cleavage fluorescence. Potency, µM (highest dose often 65.8 µM), for inactives: at the top dose activity change, negative = inhibition, actives largely listed as inhibitors. 350,000 tested, 0.35% active. AID 2517;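 also: potency is read from the fitted curve at half-maximal effect; plate controls were vehicle for no effect and reference inhibitor for full effect; nearly all actives have a fitted effect of over 55% in size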
Target sequence (P27695 whole entry, looked up): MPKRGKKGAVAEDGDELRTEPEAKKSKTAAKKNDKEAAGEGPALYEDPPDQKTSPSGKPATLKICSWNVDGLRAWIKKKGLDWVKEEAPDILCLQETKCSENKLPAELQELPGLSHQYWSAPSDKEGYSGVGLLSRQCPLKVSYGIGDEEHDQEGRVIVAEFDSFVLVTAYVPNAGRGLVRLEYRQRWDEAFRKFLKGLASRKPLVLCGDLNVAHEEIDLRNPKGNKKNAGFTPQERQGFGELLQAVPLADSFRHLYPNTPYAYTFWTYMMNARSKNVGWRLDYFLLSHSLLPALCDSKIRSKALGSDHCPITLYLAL
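Readout is kinetic fluorescence (ex 525, em 598 nm) from cleavage of 50 nM TAMRA/BHQ-2 THF abasic duplex by 0.75 nM APE1, compound added 15 min beforehand at RT.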
* = called active by the depositor; ? = inconclusive; nt = not tested or not shown; & = joins results of further samples; [ ] = another dose, or the depositor's remark. Unless noted, calls follow the shape of the dose curve; as a rule, active = well fitted curve in the direction sought with a large enough effect; inconclusive = small, poorly fitted or top-dose-only effect, or another doubt; inactive = no such curve, though single readings can be large; an effect the other way counts as inactive or inconclusive. This is a subset; count on the stated rates, not on these rows.

Values in the order – LDHA block	RGS4 inh	POLK inh	POLH inh	ERG-DNA inh	12-LOX inh	POLB inh	Anesthetic bind	APEX1 inh
CC(CC(=O)Nc1nnc(CC(C)(C)C)s1)c1ccccc1 (centres undefined)
→ -9.2	-18.2%	-1.0%	-5.8%	-3.5%	0.0%	21.6%	-7.4%	7.6%
COc1c(F)c(F)c(C(=O)Nc2ccccc2N2CCN(C(=O)C(C)C)CC2)c(F)c1F
→ -0.9	12.6%	-13.8%	-7.7%	2.2%	?	1.1%	?	0.9%
CN(Cc1ccccc1)C(=O)CNC(=O)C12CC3CC(CC(C3)C1)C2
→ -7.9	0.5%	-15.7%	-2.4%	0.6%	-23.4%	nt	nt	-2.1%
C#CCNC(=O)C1=C[C@@H](c2ccc3c(c2)OCO3)C[C@@H](OCc2ccc(CO)cc2)O1
→ 9.7	-7.3%	-12.8%	-3.5%	-1.2%	-16.2%	nt	nt	nt
COc1cccc(C(=O)Nc2ncc3c(n2)CC(C)CC3=O)c1 (centres undefined)
→ 14.7	-4.1%	-0.9%	-14.1%	3.9%	-16.4%	-0.1%	-12.5%	12.6%
Cc1cc(C)cc(-n2c(SCC(=O)NCC3CCCO3)nc3c([nH]c4ccccc43)c2=O)c1 (centres undefined)
→ -4.0	-4.3%	-4.5%[60.1 µM]	-12.2%	2.0%	-11.4%	?	1.3%	nt
CCC1(CC)C(=O)NC(=O)NC1=NCCc1c[nH]c2ccccc12
→ -5.0	22.0%	0.9%	-5.4%	-7.5%	4.0%	-3.3%	3.0%	2.0%
Cc1ccc(N=C2S/C(=C\c3cn(CC(=O)O)c4ccccc34)C(=O)N2C)cc1
→ -5.5	0.0%	-4.5%	?	-3.6%	?	-2.2%	-11.3%	?
CC(=O)NC12CC3CC(C1)CC(C(=O)Nc1nc4c(C)cccc4s1)(C3)C2
→ -2.1	7.8%	-6.3%	-15.6%	-1.0%	3.0%	-25.1%	-14.6%	17.3%
COc1ccccc1-n1cnnc1SCC(=O)N1CCN(C(=O)c2ccco2)CC1
→ 2.3	-8.6%	-3.8%	-12.3%	-7.7%	-5.6%	16.4%	-1.8%	-0.6%
O=c1[nH]cnc2cc(-c3ccccc3)sc12
→ -0.2	-9.6%	-19.0%	-11.0%	-14.9%	-3.7%	35.1%	-21.5%	15.2%
Cc1cccc(NC(=O)CCC2CCN(C(=O)c3ccc(C)s3)CC2)c1
→ 2.8	-22.7%	8.5%	-13.0%	9.9%	2.7%	46.5%	-2.8%	75.3%[activator]
O=C(Cc1ccc(Cl)cc1)N1CCN(c2ccccc2)CC1
→ 1.9	-0.5%	-12.8%	-1.8%	-15.5%	?	-0.9%	-20.8%	-10.4%
Cc1cccn2c(=O)c3cc(C(=O)NCC4CCCO4)c(=N)n(CC4CCCO4)c3nc12 (centres undefined)
→ -4.4	8.9%	-20.0%	-11.5%	-4.6%	?	13.5%	210.9%[activator]	71.0%[activator]
Cc1ccc(S(=O)(=O)Nc2nc(N)n(-c3ccccc3)n2)cc1
→ -6.9	15.3%	-6.9%	-3.8%	-1.6%	?	-1.4%	-5.4%	13.1%
COc1ccc(N2CC(C(=O)NCCN3C(=O)S/C(=C\c4cccnc4)C3=O)CC2=O)c(OC)c1 (centres undefined)
→ 1.6	-36.0%	-11.6%	?	nt	2.1%	nt	nt	49.0%[activator]
O=C(CSc1nnnn1-c1ccccc1)NC1CCCc2ccccc21 (centres undefined)
→ -3.1	7.6%	-6.3%[60.1 µM]	-14.3%	1.3%	-21.6%	-5.8%[57.1 µM]	?	0.0%
C=CC[C@H](CC(=O)N(CCO)Cc1ccccc1)C(=O)N[C@H](COC(=O)[C@@H](CC=C)Cc1ccc(F)cc1)C(C)(C)C
→ 1.3	-7.2%	-7.5%	-28.6%	5.6%	-8.1%	nt	nt	5.0%
CCSC1=NCCN1S(=O)(=O)c1ccc2ccccc2c1
→ 3.4	-28.3%	-3.0%	-16.4%	0.7%	6.0%	1.8%	-12.4%	-5.4%
CCC(=O)NC(C)C(c1cccs1)N1CCN(c2ccccc2)CC1 (centres undefined)
→ -4.3	4.8%	-9.9%	6.9%	-5.0%	-2.3%	-20.7%	-0.1%	5.2%
COc1ccc(/C(O)=C2/C(=O)C(=O)N(CCCC(=O)O)C2c2ccc(OC)cc2)cc1 (centres undefined)
→ -0.6	-6.6%	4.0%	-8.1%	-6.0%	?	13.4%	-9.3%	-0.9%
Nc1nc(Nc2ccc(Cl)cc2)nc2ccccc12
→ -1.5	-7.0%	-19.8%	-19.9%	-0.3%	-41.5%	0.9%	-22.4%	-0.1%
COC(=O)c1ccc(CN2CCCC(CO)(Cc3ccccc3F)C2)cc1 (centres undefined)
→ -3.4	-7.1%	-7.1%	-31.0%	2.9%	?	8.6%	-13.6%	0.3%
CCN(CC(=O)N1CCN(Cc2ccccc2)CC1)S(=O)(=O)c1ccc(F)cc1
→ -3.3	-7.4%	-10.1%	-24.6%	22.1%	0.0%	25.0%	-2.9%	26.3%
Cc1cc(NC(=O)CSc2nnc(C3COc4ccccc4O3)o2)no1 (centres undefined)
→ -5.5	-37.7%	-0.7%	-9.0%	5.7%	14.5%	3.7%	?	-1.7%
CN1C(=O)/C(=C/c2ccc(C(=O)Nc3ccc(O)cc3C(=O)O)cc2)SC1=S
→ 2.5	-38.7%	-8.9%	22.4µM*	4.2%	?	?	-4.2%	23.8µM*
Cn1nc(C(=O)NCc2ccc(F)cc2)c2c1-c1ccccc1S(=O)(=O)C2
→ -8.8	21.1%	-4.2%	-9.0%	20.5%	52.5%[activator]	7.4%	4.5%	14.0%
CC1CCCN(C(=O)c2ccncc2)C1 (centres undefined)
→ -1.1	-1.9%	-3.1%	-5.9%	-5.4%	-19.7%	-2.2%	0.5%	-1.3%
COc1ccc(S(=O)(=O)N2CCCCC2)cc1NC(=O)Cc1ccsc1
→ -12.3	1.2%	-8.0%	-21.5%	-0.6%	-21.6%	nt	nt	-9.0%
Cc1cc(-c2csc(Nc3ccccn3)n2)ccc1F
→ -1.8&1.0	-6.3%	-10.3%	1.3%	-3.8%	?	5.2%	-6.6%	13.7%
Cc1nonc1C(=O)N/N=C/c1ccc(O)cc1O
→ 1.4	0.7%	0.9%	-15.6%	5.2%	2.1%	4.1%	-7.1%	1.7%
C=C(C)CN1C(=O)C2(OCCO2)c2ccccc21
→ -5.6	-16.7%	4.6%	-9.6%	5.3%	7.8%	91.2%	8.2%	-0.6%
CCCCNC(=S)N1CCn2cccc2C1c1ccccc1 (centres undefined)
→ -1.1	-7.7%	0.0%	-14.9%	0.8%	-11.3%	-18.7%	-8.2%	0.1%
CCOc1ccc(-c2nonc2NC(=O)c2oc3cc(C)ccc3c2C)cc1
→ 5.4	-2.5%	2.0%	3.5%	4.4%	-8.2%	15.2%	-18.3%	nt
Cc1cc(C)c(S(=O)(=O)Nc2cccc(-c3cn4ccccc4n3)c2)c(C)c1
→ -2.5	-27.3%	-2.7%[60.1 µM]	-25.0%	4.4%	-11.4%	0.0%	27.8%	nt
CC#CCOC(=O)c1c(C)nc2sc3c(c2c1N)CC[C@@H](O)C3
→ -0.2	nt	-6.0%[19.4 µM]	nt	nt	?	nt	nt	9.3%
CN=CC1=C(O)c2ccccc2C1=O
→ 1.7	3.2%	0.8%	-7.7%	-6.8%	4.7%	30.0%	-3.5%	-3.2%
CCC1Oc2ccc(C)cc2N(CC(=O)NCCCN2CCOCC2)C1=O (centres undefined)
→ -1.6	-12.8%	-12.2%	-15.7%	-10.1%	-39.7%	97.5%	-10.2%	18.4%
O=C(NCc1cccnc1)Nc1cccc(Cl)c1
→ -6.5	-0.5%	-10.9%	3.6%	-8.0%	1.0%	27.5%	-8.8%	0.5%
C=CCOc1cccc(CNc2cccc(C(=O)O)c2)c1
→ -8.2	-4.7%	1.7%	-18.8%	1.6%	13.2%	3.7%	-10.9%	-0.5%
